# Screens: PubChem BioAssay, Sanford-Burnham Center for Chemical Genomics
# 697 NFkB inh – inhibitors of PMA/ionomycin-induced NF-kB reporter, 697 cells, primary screen, B-cell NF-kB inhibitor project, cell-based, luminescence, uHTS | 697 B-cell NF-kB luciferase reporter, 16 h | inhibition, % at 4 µM | 330,000 tested, 0.33% active | AID 435022, 2010; in the data active means inhibition above about 35%
# Apaf1 inhib – inhibitors of human Apaf-1 apoptosome, primary screen, biochemical, DEVD-Rh110 fluorescence, uHTS. reconstituted apoptosome caspase-3 activity. 330,000 tested, 0.71% active. AID 489030, 2010. inhibition, % at 20 µM; active means inhibition of at least 40% at 20 µM;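 further: plate controls were DMSO wells for no effect and DEVD-CHO caspase inhibitor wells for full effect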
#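 Assay system – apoptosome proteins · Medium – Hepes buffer, pH 7.5 · Also added – cytochrome c with DEVD-Rh110 · Timing – 30 min compound preincubation, 50 min activation, room temperature · Detection – Rh110 fluorescence, excitation 480 nm, emission 540 nm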
# Gli-Sufu antag – Gli-Sufu pathway antagonists, primary screen, luciferase luminescence, Sufu-KO-LIGHT cells, uHTS | Sufu-KO-LIGHT fibroblasts, Gli luciferase reporter luminescence | 340,000 tested, 0.74% active | inhibition, % at 5 µM;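 active means inhibition above about 55%, limit read from the data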;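 further: 0% = DMSO-treated cells and 100% = wells with medium but no cells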
# SENP8 inh – SENP8 protease inhibitors, primary screen, biochemical, luminescence; purified SENP8, Z-RLRGG-aminoluciferin cleavage; 330,000 tested, 1.2% active; inhibition, % at 10 µM
# Target sequence (Q96LD8 whole entry, looked up): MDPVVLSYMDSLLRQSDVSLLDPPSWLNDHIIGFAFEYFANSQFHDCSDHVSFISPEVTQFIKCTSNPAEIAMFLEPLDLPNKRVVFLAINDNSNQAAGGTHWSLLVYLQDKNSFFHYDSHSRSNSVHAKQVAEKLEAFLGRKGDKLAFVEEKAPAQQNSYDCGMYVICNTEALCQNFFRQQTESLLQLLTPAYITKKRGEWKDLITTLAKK
# HKDC1 inhibitor – HKDC1 hexokinase inhibitors, primary screen, biochemical, fluorescence, uHTS | recombinant HKDC1, G6PDH/diaphorase resazurin coupled fluorescence | inhibition, % at 20 µM | 340,000 tested, 0.16% active | AID 493160, 2011;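 active means inhibition above about 35% when tested at 20 µM, limit read from the data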;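 further: plate controls were DMSO wells with enzyme for no effect and DMSO wells lacking enzyme for full effect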
#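 Test system: recombinant HKDC1 (HK5) hexokinase enzyme, produced in-house; Amount: enzyme 5 µg/mL final; Buffer or medium: Tris pH 8.0 buffer with MgCl2, Tween-20, BSA, BME; Reagent: glucose and ATP substrates; Doses: 20 µM test compound, 1% DMSO; Incubation: 90 min reaction incubation at room temperature, dark; Detection: resorufin fluorescence at 613 nm.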
# SENP7 inh – SENP7 protease inhibitors, primary screen, biochemical, luminescence, uHTS; recombinant SENP7, Z-RLRGG-aminoluciferin luminescence, 40 min; inhibition, % at 5 µM; 330,000 tested, 1.5% active; AID 434973, 2010;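 active means inhibition above about 50% at the single test dose, limit read from the data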;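 further: plate controls were DMSO with enzyme for no effect and no enzyme buffer wells for full effect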
# Target sequence (Q9BQF6 706-1050 limits assumed): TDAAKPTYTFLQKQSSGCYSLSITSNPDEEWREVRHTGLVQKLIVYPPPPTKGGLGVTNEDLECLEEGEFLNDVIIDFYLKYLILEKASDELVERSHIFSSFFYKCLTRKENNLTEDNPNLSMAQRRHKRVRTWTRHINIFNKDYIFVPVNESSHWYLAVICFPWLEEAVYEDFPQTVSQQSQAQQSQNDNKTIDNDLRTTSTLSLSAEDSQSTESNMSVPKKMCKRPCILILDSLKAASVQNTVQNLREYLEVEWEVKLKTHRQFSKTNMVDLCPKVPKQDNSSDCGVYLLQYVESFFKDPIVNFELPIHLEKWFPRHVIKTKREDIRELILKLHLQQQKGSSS
# Jurkat NFkB inh – inhibitors of induced NF-kB luciferase reporter, primary screen, TCR NF-kB activation inhibitor project, cell-based, luminescence, uHTS; 330,000 tested, 0.53% active; Jurkat, PMA/ionomycin-induced NF-kB luciferase reporter; AID 435003, 2010; inhibition, % at 4 µM
# UBC13 inh – UBC13 polyubiquitin chain formation inhibitors, primary screen, biochemical, TR-FRET, uHTS. Ubiquitin-conjugating enzyme E2 N (Homo sapiens), P61088. 330,000 tested, 0.47% active. inhibition, % at 20 µM; in the data active means inhibition above about 45%, passing the limit was not always enough; inconclusive means no clear call, values can overlap the other calls
# Target sequence (P61088 whole entry, looked up): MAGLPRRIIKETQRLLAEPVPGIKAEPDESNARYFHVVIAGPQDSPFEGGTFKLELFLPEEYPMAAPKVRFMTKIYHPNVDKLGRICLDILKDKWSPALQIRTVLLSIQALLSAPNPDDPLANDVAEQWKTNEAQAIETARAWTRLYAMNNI
# * hit, by the source's call; ? = inconclusive; nt = no result given. Unless noted, no stated cut-off is given here; in the data, active means inhibition above about 50%; inactive means the rest.
Molecule	697 NFkB inh	Gli-Sufu antag	UBC13 inh	HKDC1 inhibitor	Jurkat NFkB inh	Apaf1 inhib	SENP7 inh	SENP8 inh
Cc1ccc(N=C2NC(=O)/C(=C/c3cccnc3)S2)cc1C	10	-4	-6	5	14	-12	0	6
Cc1ccc(NS(=O)(=O)c2ccc(Cl)s2)nc1	9	6	-5	10	2	7	-11	-12
Cc1cccc(C)c1NC(=O)Cn1c(=O)n(CCCC(=O)NC2CCN(Cc3ccccc3)CC2)c(=O)c2ccccc21	-4	26	85*	-2	-1	2	1	-1
O=C(c1cccs1)N1CCC(N2CCN(c3ccccc3)CC2)CC1	-4	5	1	2	12	1	2	-1
O=C(NNC(=O)c1sccc1-n1cccc1)c1cccc(Cl)c1	12	2	1	-4	-9	-2	-5	-1
COc1cc([N+](=O)[O-])cc(/C=N/NC(=O)C(C)Nc2cccc(C)c2)c1O (centres undefined)	27	-2	-41	-14	-1	11	8	2
CCCc1nnc(SCC(=O)Nc2ccc(OC)cc2)n1N	1	-5	5	-12	-7	-6	3	7
Cc1nc(SCC(N)=O)c(C#N)c(C)c1C	-20	-4	2	-4	-4	-11	5	6
O=C(CSc1nnnn1-c1cccc(F)c1)NC1CCCCC1	23	0	-5	-3	-1	0	9	2
CCCCC(=O)Nc1ccc(C(=O)OC2CCCCC2)cc1	-20	-16	3	3	-32	18	12	-13
O=C(CN1C(=O)C2C3C=CC(C4CC34)C2C1=O)Nc1cnc2ccccc2c1 (centres undefined)	-1	-1	5	7	-9	1	14	-6
COc1ccc(C(=O)NNC(=O)Nc2ccc(C)cc2)cc1	-12	4	7	-9	-2	3	2	-4
Cc1ccc(S(=O)(=O)NC2=NCN(Cc3ccccc3)CN2)cc1	-7	8	-5	2	-20	2	-8	-6
COc1cccc(CN2CC(C(=O)NC3CCC3)CCC2=O)c1 (centres undefined)	12	4	-3	-2	12	-6	8	2
CCC(C(=O)N1CCN(S(C)(=O)=O)CC1)c1ccccc1 (centres undefined)	6	9	-4	-10	2	2	-10	-3
Cc1cc(Cl)ccc1OCC(=O)NCCC(=O)O	-1	-19	0	-5	-11	-6	-14	-18
O=C(CSc1nnc(-c2ccc(C(F)(F)F)cn2)o1)Nc1cccc(Cl)c1	-26	-58	-10	-1	-89	-12	0	-6
O=C(C1CCN(c2ncnc3c2nc2n3CCCCC2)CC1)N1CCN(c2cccc(Cl)c2)CC1	-91	56*	28	0	1	39	-16	-10
CCOC(=O)c1c(S(=O)(=O)NCC(=O)Nc2ccc(OC)cc2)c(C)n(C)c1C	5	-12	1	-6	-16	-1	-5	-3
CCn1c(CSc2n[nH]c(N)n2)nc2cc(C(=O)O)ccc21	6	-4	4	-5	13	-4	5	9

# Further results follow:
Molecule	697 NFkB inh	Gli-Sufu antag	UBC13 inh	HKDC1 inhibitor	Jurkat NFkB inh	Apaf1 inhib	SENP7 inh	SENP8 inh
O=C(NCc1ccco1)c1ccc(Cl)c(S(=O)(=O)Nc2ccccc2)c1	-1	27	-5	1	-7	13	-6	-8
CCC1(C)NC(=O)N(CC(=O)Nc2cc(C)on2)C1=O (centres undefined)	-1	-2	-15	-7	0	3	-19	-16
CC1=CC(C)(C)N=C(Nc2nc(C)c3cc(C)cc(C)c3n2)N1	-10	50	34	16	12	2	-2	1
Cc1ccc(C)c(NC(=O)C2CC3CCC2C3)c1 (centres undefined)	-34	3	-6	-2	-26	-2	-4	-11
Cc1ccc(S(=O)(=O)N2C[C@@H]3[C@H]4CC[C@H](C4)[C@@H]3[C@@H](C)[C@@H]2c2ccn(Cc3ccccc3)c2)cc1	10	7	nt	10	nt	22	-4	nt
CCOc1ccc(S(=O)(=O)N/N=C(\C)c2ccc(Cl)c(Cl)c2Cl)cc1	6	-8	-8	0	-3	13	-1	2
CCCCNC(=O)NCC(=O)Nc1ccc(F)c(F)c1	12	4	7	-1	5	-4	-2	-7
CCCOc1ccccc1OCC(=O)Nc1ccc(S(=O)(=O)N2CCCCC2)cc1	-15	-7	-2	8	12	19	4	0
COc1ccc(CCN2Cc3c(N)cccc3C2=O)cc1OC	13	1	3	0	-7	-4	-4	1
O=C(Cn1c(=O)n(-c2ccc(F)cc2)c(=O)c2sccc21)NC1CCCCC1	24	0	10	-5	5	-21	-9	-4
C=CCn1c(SCC(=O)Nc2nccs2)nnc1-c1cc2cccc(OC)c2o1	6	5	-10	-9	28	10	-11	-6
CN(C(=O)CCN1C(=O)S/C(=C\c2ccccc2)C1=O)C1CCS(=O)(=O)C1 (centres undefined)	-24	4	-11	-2	-1	9	-10	-4
S=C(NC12CC3CC(CC(C3)C1)C2)N1CCCC1	13	9	-6	-6	7	-5	-6	-7
CCn1c2ccccc2c2cc(NC(=O)CNC)ccc21	6	-1	0	-6	-7	9	4	-5
Cc1ccc(C(=O)O)cc1-n1c(C)cc(C=O)c1C	-31	-2	-15	14	-8	12	-10	-8
COc1cc(OC)cc(C(=O)O/N=C(\N)c2ccccn2)c1	-88	-36	-8	0	-71	2	-2	-2
OC(COC(c1ccccc1)c1ccccc1)CN1CCN(c2cccc(Cl)c2)CC1 (centres undefined)	-8	5	-1	2	-17	26	-10	-5
O=C(NCCN1CCCC1)c1ccc(Cn2c(=S)[nH]c3ccc(Br)cc3c2=O)cc1	9	12	?	-6	-15	8	-1	-1
O=C(CN1CCN(c2cccc(Cl)n2)CC1)N1CC(O)CO1 (centres undefined)	-15	-3	2	-1	-2	4	-2	4
CSc1ccccc1NC(=O)C1CC(c2ccccc2O)=NO1 (centres undefined)	-2	-2	10	-3	-16	-9	5	-1

# More records follow:
Molecule	697 NFkB inh	Gli-Sufu antag	UBC13 inh	HKDC1 inhibitor	Jurkat NFkB inh	Apaf1 inhib	SENP7 inh	SENP8 inh
Cc1[nH]c2ccccc2c1-c1ccc(Cl)nn1	-4	-3	-14	-10	13	-7	4	1
COc1ccccc1CCNC(=O)C(C)n1nc(C)c2c(C)n(-c3ccccc3)nc2c1=O (centres undefined)	-14	-6	7	-5	9	-11	5	2
Cc1cc(Cl)c(OCCCN(C)C)c(Br)c1	4	9	-8	-1	-17	1	-2	-14
c1ccc2c(c1)CCc1ccccc1C2=C1CCNCC1	-2	8	17	1	4	-9	0	4
O=C(COc1ccc2c3c(c(=O)oc2c1)CCC3)NC(Cc1ccc(Cl)cc1)C(=O)O (centres undefined)	10	-3	-12	2	10	-10	1	-1
CC(C)c1ccc(Nc2nc(Cl)nc(NCCO)n2)cc1	-20	-8	-9	-2	-9	7	-1	-5
Cc1ccc(C)c(S(=O)(=O)NCCCn2ccnc2)c1	-15	-7	-10	-18	-3	-3	-6	-17
Cc1ccc(-n2nc3c(c2NC(=O)c2cccs2)CS(=O)(=O)C3)cc1C	10	6	-4	6	1	11	-2	4
COc1ccc(Cl)c(Cn2c(NCCCO)nc3c2c(=O)n(C)c(=O)n3C)c1	7	-2	2	-1	7	-4	5	-3
CCOCCn1c(SCC)nc2c1c(=O)[nH]c(=O)n2C	10	-6	11	4	-14	-6	9	2
CC1Sc2ccc(S(=O)(=O)CCC(=O)N3CCN(c4cccc(Cl)c4)CC3)cc2NC1=O (centres undefined)	-52	8	-6	0	11	26	-14	-5
COc1cc(-n2c(=O)c3ccccc3n(CC(=O)c3ccc(F)cc3)c2=O)cc(OC)c1OC	17	38	-2	3	2	-17	5	-1
O=C(O)Cn1cnc2scc(-c3cccs3)c2c1=O	2	0	2	0	-9	-8	8	6
CCOC(=O)c1c(/N=C/c2ccc(C)cc2O)sc2c1CCN(C)C2	4	9	3	-1	-3	1	4	0
CCc1cc(=O)oc2cc(OCC(=O)N3CC[C@@]4(O)CCCC[C@H]4C3)ccc12	8	-7	-2	-2	10	0	5	-13
COc1ccccc1C(=O)COC(=O)CN1C(=O)NC2(CCCC2)C1=O	-31	-7	-10	-2	12	-8	-7	0
CCOC(=O)c1c(C)nn(Cc2cccc(Cl)c2)c1N	5	1	9	1	2	-1	9	4
Cc1cccc(OCC(O)CN2CCN(S(=O)(=O)c3ccc(C)cc3C)CC2)c1 (centres undefined)	-11	-24	-6	-3	-10	26	-9	-9
COc1cc2nc(C(C)(C)C)oc(=O)c2cc1OC	-32	4	-3	0	-14	7	1	4
COc1c(C(=O)Nc2ccc(Cc3ccncc3)cc2)ccc2ccccc12	-19	47	5	8	14	6	7	-9

# Carrying on:
Molecule	697 NFkB inh	Gli-Sufu antag	UBC13 inh	HKDC1 inhibitor	Jurkat NFkB inh	Apaf1 inhib	SENP7 inh	SENP8 inh
CCOCCCNC(=O)C1(O)c2ccccc2NC(=O)N1c1ccc(Cl)c(Cl)c1 (centres undefined)	0	4	0	-2	-16	3	-4	-2
Cc1cc(NC(=O)CCC(=O)N(Cc2ccco2)C(C(=O)NC2CCCC2)c2ccc(F)cc2)no1 (centres undefined)	-1	18	-3	-2	0	12	-11	-5
Cc1onc(NC(=O)c2ccc(Cl)cc2Cl)c1Br	-10	-36	-2	-6	-44	-11	0	0
Cc1ccccc1NC(=O)c1ocnc1C	5	-2	7	-4	0	-4	2	-2
CCOCN(C(=O)Cn1c(C(C)O)nc2ccccc21)c1c(C)cccc1CC (centres undefined)	10	17	1	-11	19	-5	-4	0
O=C(Nc1cccc2ncccc12)c1cccc(Br)c1	6	6	0	10	12	-1	-2	-4
Cc1c(C(=O)N2CCC[C@H]2C(N)=O)oc2c(F)cccc12	-8	1	-1	-8	-20	-1	7	-11
Cc1cccc(NC(=S)N/N=C(\c2ccccc2)C(C)C)c1	-10	-4	-6	-16	-11	17	-2	-9
C=CCn1c(O)c(CN2CCOCC2)c(C)c(C#N)c1=O	17	-4	0	12	6	18	4	2
O=C(NN1C(=O)NC2(CCCCC2)C1=O)c1cc2cc(Cl)ccc2o1	-7	1	0	1	-5	10	-7	-14
O=C(COC(=O)Cc1ccc(S(=O)(=O)N2CCOCC2)s1)Nc1ccc(OC(F)F)cc1	3	-3	-6	4	8	-3	2	-2
CC(C)Oc1ccc(CCC(=O)N/N=C/c2ccncc2)cc1	-7	-1	5	-3	0	-6	2	-5
COCCOC(=O)C1=C(C)NC(=O)CC1c1cc2c(cc1Br)OCO2 (centres undefined)	12	7	-4	-8	12	0	2	1
CCN(CC)S(=O)(=O)c1cccc(S(=O)(=O)c2cccc(S(=O)(=O)N(CC)CC)c2)c1	-3	25	10	13	14	-12	3	0
COc1cc(-c2nnc(SCC(=O)N(Cc3ccccc3)C(C)(C)C)o2)cc(OC)c1OC	-46	33	-5	10	20	15	2	2
COc1cc(/C=N\NC(=O)CNC(=O)c2cccc([N+](=O)[O-])c2)ccc1O	6	-13	4	-3	8	2	-5	-4

# Gathered by group, those above with a furan ring, fused or not.
Molecule	697 NFkB inh	Gli-Sufu antag	UBC13 inh	HKDC1 inhibitor	Jurkat NFkB inh	Apaf1 inhib	SENP7 inh	SENP8 inh
O=C(NCc1ccco1)c1ccc(Cl)c(S(=O)(=O)Nc2ccccc2)c1	-1	27	-5	1	-7	13	-6	-8
C=CCn1c(SCC(=O)Nc2nccs2)nnc1-c1cc2cccc(OC)c2o1	6	5	-10	-9	28	10	-11	-6
Cc1cc(NC(=O)CCC(=O)N(Cc2ccco2)C(C(=O)NC2CCCC2)c2ccc(F)cc2)no1 (centres undefined)	-1	18	-3	-2	0	12	-11	-5
Cc1c(C(=O)N2CCC[C@H]2C(N)=O)oc2c(F)cccc12	-8	1	-1	-8	-20	-1	7	-11
O=C(NN1C(=O)NC2(CCCCC2)C1=O)c1cc2cc(Cl)ccc2o1	-7	1	0	1	-5	10	-7	-14
